# Screens: PubChem BioAssay, The Scripps Research Institute Molecular Screening Center
# CHO-K1 Ca antag – M1 antagonist counterscreen hit in parental CHO-K1 cells; ATP-induced calcium, Fluo-8 fluorescence; inhibition, % at 3 µM; actives 0.6% (n = 360,000);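 active = inhibition above a per-plate cutoff, the plate's mean sample inhibition plus 3 SD, cut at about 24% in these data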;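 note: 0% = DMSO plus EC80 ATP and 100% = DMSO alone without ATP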
# M5 ag – CHRM5 agonism in calcium assay. P08912. CHO-K1 hM5 cells, Fluo-8 calcium fluorescence; 0% DMSO wells, 100% maximal acetylcholine response. activation, % at 3 µM. actives 0.19% (n = 360,000). AID 624037;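 active = activation above the run's mean over test compounds plus 3 SD, cut at about 23% in these data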;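 note: signal is peak over basal fluorescence ratio across the kinetic read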
# Target sequence (P08912 whole entry, looked up): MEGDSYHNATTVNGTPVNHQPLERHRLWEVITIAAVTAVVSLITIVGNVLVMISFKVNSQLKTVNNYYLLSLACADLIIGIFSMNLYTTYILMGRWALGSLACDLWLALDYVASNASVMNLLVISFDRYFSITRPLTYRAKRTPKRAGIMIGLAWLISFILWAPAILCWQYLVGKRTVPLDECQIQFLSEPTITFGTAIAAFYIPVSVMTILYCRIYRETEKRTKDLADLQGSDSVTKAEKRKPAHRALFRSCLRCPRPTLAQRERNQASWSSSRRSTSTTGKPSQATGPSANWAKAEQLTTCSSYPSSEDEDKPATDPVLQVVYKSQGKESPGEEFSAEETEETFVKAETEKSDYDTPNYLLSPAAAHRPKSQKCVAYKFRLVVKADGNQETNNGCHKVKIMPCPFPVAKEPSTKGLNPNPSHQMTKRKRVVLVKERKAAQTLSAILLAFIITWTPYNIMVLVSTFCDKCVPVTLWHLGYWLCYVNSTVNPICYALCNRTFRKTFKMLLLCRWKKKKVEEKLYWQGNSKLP
# CHO-K1 Ca PAM – counter-screen for M1 PAMs: effect in parental CHO-K1 cells; ATP EC20, Fluo-8 calcium fluorescence; 0% at ATP EC20, 100% at ATP max; activation, % at 3 µM; actives 0.02% (n = 360,000);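 active = activation above the run cutoff, the mean activation of all test compounds plus 3 SD, cut at about 40% in these data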;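 note: peak over basal fluorescence ratio in a 140 s read after ATP addition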
# CHRM5 PAM – CHRM5 positive allosteric modulation; CHO-K1 hM5, Fluo-8 calcium, ACh EC20 PAM; 0% = ACh EC20, 100% = ACh EC100; activation, % at 3 µM; actives 0.3% (n = 360,000); AID 624038;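 active = activation above the run cutoff, the mean activation of all test compounds plus 3 SD, cut at about 18% in these data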
#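 Measured by: Fluo-8 calcium fluorescence; material: human M5 receptor in CHO-K1 cells; schedule: Post-acetylcholine fluorescence recording 140 s; benchmarks: low control EC20 acetylcholine (0%), high control EC100 acetylcholine (100%); read-out: Max/basal fluorescence ratio as % of EC20–EC100 ACh window; compound: single dose, 3 µM nominal final test concentration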
# CHRM4 agonist – agonists of human muscarinic M4 receptor (CHRM4); actives 0.14% (n = 360,000); CHO-K1 hM4/Gqi5, Fluo-8 calcium fluorescence; vehicle 0%, full acetylcholine response 100%; activation, % at 3 µM; P08173; AID 624127;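 active = activation above the run mean over all test wells plus 3 SD, cut at about 32% in these data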;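 note: peak over basal fluorescence ratio per well then scaled between controls; 0% = DMSO wells and 100% = acetylcholine at EC100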
# Target sequence (P08173 whole entry, looked up): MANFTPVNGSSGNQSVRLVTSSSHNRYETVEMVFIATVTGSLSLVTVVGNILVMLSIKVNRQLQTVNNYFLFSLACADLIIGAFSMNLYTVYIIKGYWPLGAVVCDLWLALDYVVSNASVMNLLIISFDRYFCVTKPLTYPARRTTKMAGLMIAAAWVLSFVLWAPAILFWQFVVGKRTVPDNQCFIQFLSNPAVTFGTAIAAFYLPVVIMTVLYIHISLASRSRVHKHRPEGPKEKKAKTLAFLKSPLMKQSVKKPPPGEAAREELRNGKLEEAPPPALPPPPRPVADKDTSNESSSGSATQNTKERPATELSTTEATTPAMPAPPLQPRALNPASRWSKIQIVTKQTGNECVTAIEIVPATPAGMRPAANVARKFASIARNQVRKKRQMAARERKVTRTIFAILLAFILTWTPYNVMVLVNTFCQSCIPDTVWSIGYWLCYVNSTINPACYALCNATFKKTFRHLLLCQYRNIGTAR
# M5 antag – antagonists of human muscarinic M5 receptor (CHRM5); P08912; CHO-hM5 cells, Fluo-8 calcium fluorescence, ACh EC80; inhibition, % at 3 µM; actives 0.59% (n = 360,000);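 active = inhibition above a per-plate cutoff, the mean of that plate's test compounds plus 3 SD, cut at about 27% in these data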;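 note: 0% = acetylcholine EC80 with DMSO and 100% = DMSO without agonist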
# M4 antag – antagonists of human muscarinic M4 receptor (CHRM4). P08173. actives 0.73% (n = 360,000). CHO-hM4 cells, ACh EC80, Fluo-8 calcium fluorescence. inhibition, % at 3 µM;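 active = inhibition above its plate's cutoff, the mean inhibition of sample wells plus 3 SD, cut at about 27% in these data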;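 note: 0% = acetylcholine EC80 with DMSO and 100% = DMSO without agonist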
# CHRM4 PAM – positive allosteric modulators of human muscarinic M4 receptor | CHO-K1 hM4/Gqi5, Fluo-8 calcium fluorescence, ACh EC20; 0% = ACh EC20, 100% = maximal ACh | actives 0.4% (n = 360,000) | AID 624126 | activation, % at 3 µM | P08173;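 active = activation above its plate's cutoff, the mean activation of sample wells plus 3 SD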; note: some results filed as inactive read as strong as hits
# CHO-K1 Ca ag – M1 agonist counterscreen hit in parental CHO-K1 cells. Fluo-8 calcium fluorescence; scaled to maximal ATP response, vehicle zero. activation, % at 3 µM. actives 0.48% (n = 360,000). AID 602248; in the data active = activation above about 15%;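 note: untransfected CHO-K1 host cells lacking M1 receptor as counterscreen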
# * = called active by the depositor.
SMILES,CHO-K1 Ca antag,M5 ag,CHO-K1 Ca PAM,CHRM5 PAM,CHRM4 agonist,M5 antag,M4 antag,CHRM4 PAM,CHO-K1 Ca ag
O=C1CSC(c2ccccc2F)N1 (stereo unspecified),-12,2,8,-2,1,9,0,1,0.8
O=C(CN1CCN(S(=O)(=O)N2CCOCC2)CC1)Nc1ccc(Cl)c(Cl)c1,-2,7,-14,-7,10,9,-1,-1,8.9
CCN1CCN(C(=O)c2ccc3c(c2)c(C)c(C)n3Cc2ccccc2)CC1,-9,2,22,5,1,1,-5,0,1.8
CCCCCC/C(=N/O)c1ccccn1,-11,-6,17,2,-1,-5,5,-6,0.1
CCN(CC)C(=O)CSc1nnc(-c2ccccn2)n1-c1ccc(C)c(C)c1,-8,-9,20,4,1,5,-2,3,0.7
O=C(Cn1ncn2c(cc3ccccc32)c1=O)NCc1ccco1,1,0,8,2,2,-2,-1,1,0.0
NC(=O)Cn1c(=O)n(-c2ccccc2)c(=O)c2oc3ccccc3c21,-10,1,23,0,1,12,2,1,1.2
Cc1cc(C)c(NC(=O)NC(=O)C(Cl)(Cl)Cl)c(C)c1,-17,0,1,-4,6,6,-8,8,0.4
Cn1ccnc1SCCC#N,-1,0,25,3,0,3,8,10,0.7
O=C(N/N=C/C(Br)=C\c1ccccc1)c1ccc2nc[nH]c2c1,0,0,8,-11,7,12,5,-8,3.7
CCOC(=O)C1=C(CC)Nc2ccccc2N=C1NC(=O)c1oc2ccccc2c1C,-3,-2,18,-18,10,19,24,-20,4.0
CCC(C)NC(=O)c1ccccc1NC(=O)CN(c1ccc(OC)cc1)S(C)(=O)=O (stereo unspecified),-7,0,14,-9,1,-4,-2,-2,4.4
COc1cc(C(=O)Nc2ccc(C(C)=O)cc2)c(Br)c(OC)c1OC,2,1,14,-14,11,17,6,-10,7.1
CC(C)(C)C(C(=O)Oc1ccccc1)c1ccccc1 (stereo unspecified),-11,6,-9,1,1,0,3,-5,-0.1
CCCc1c(NC(=O)Nc2ccc(F)cc2)cnn1-c1ccccc1,-11,8,3,-10,14,10,-19,-13,12
COC(=O)c1sc(NC(=O)c2ccc3c(c2)OCO3)c(C#N)c1C,-17,-2,14,-2,3,15,-7,13,0.9
C=CCN(CC=C)S(=O)(=O)c1ccc(NC(=O)COc2ccccc2OC)cc1,-6,-5,14,-1,6,1,1,-11,1.6
O=C1c2ccccc2C(O)N1Cc1ccco1 (stereo unspecified),-1,0,6,-4,1,1,-5,4,0.7
O=C1CSC(c2ccccc2)N1Cc1ccccn1 (stereo unspecified),-8,-3,0,-1,1,-1,-5,-3,2.7
COc1cccc(C(=O)C[n+]2ccccc2/C=N/O)c1,-5,-5,16,-9,8,0,-3,-16,3.4
Cc1nn(-c2ccccc2)c2sc(C(=O)N(CC(=O)NC(C)(C)C)Cc3ccco3)cc12,1,-4,21,-5,8,-8,-5,-3,3.0
C#CCN(C[C@H]1[C@H](OC(=O)NCC2CCCCC2)[C@H](OC(=O)NCC2CCCCC2)C[C@H]2C(=O)N(c3ccccc3)C(=O)[C@@H]12)S(=O)(=O)c1ccc(C)cc1,-2,2,3,-2,0,3,-3,-7,0.9
COc1ccc(NC(=O)CCCC(=O)OCC(=O)c2cccc(OC)c2)cc1,4,-2,13,-8,8,6,-8,-2,3.9
Cc1ccc(NC2=NC3(CCCCC3)N=C(N)N2)c(C)c1,-2,-5,6,-4,0,3,16,-10,-0.3
CCSc1ccc2nnc(-c3cccc(F)c3)n2n1,1,-3,-1,0,-3,0,8,-5,0.8
Cc1cccc2cncc(OCc3nnc(SC(F)F)n3C)c12,10,2,-15,-6,2,7,-1,4,0.8
CCCC(=O)Nc1nn(C)c2nc3ccc(C)cc3cc12,2,-2,-4,4,1,-2,0,4,0.5
COc1ccc([C@@H]2CC(=O)c3c(O)cc(O[C@@H]4OC(CO[C@@H]5OC(C)[C@H](O)[C@@H](O)[C@H]5O)[C@@H](O)[C@H](O)[C@H]4O)cc3O2)cc1O (stereo partly specified),-6,1,-9,1,2,-4,9,3,0.6
CC1CC(C)(C)NC(=S)N1CCCC(=O)NCc1ccccc1 (stereo unspecified),-20,-1,-7,1,1,6,-12,8,0.1
Cc1ccc(S(=O)(=O)N(C)C)cc1NC(=O)CSc1ncc(C(F)(F)F)cc1Cl,3,-3,10,-12,3,7,-8,-4,1.6

# Single records, as listed above:
# Cc1ccc(S(=O)(=O)N(C)C)cc1NC(=O)CSc1ncc(C(F)(F)F)cc1Cl is listed as CHO-K1 Ca antag: 3; M5 ag: -3; CHO-K1 Ca PAM: 10; CHRM5 PAM: -12; CHRM4 agonist: 3; M5 antag: 7; M4 antag: -8; CHRM4 PAM: -4; CHO-K1 Ca ag: 1.6
# Cc1nn(-c2ccccc2)c2sc(C(=O)N(CC(=O)NC(C)(C)C)Cc3ccco3)cc12 is listed as CHO-K1 Ca antag: 1; M5 ag: -4; CHO-K1 Ca PAM: 21; CHRM5 PAM: -5; CHRM4 agonist: 8; M5 antag: -8; M4 antag: -5; CHRM4 PAM: -3; CHO-K1 Ca ag: 3.0

# Three of the entries above in order of their number in CHRM5 PAM, smallest number first:
Compound,M5 ag,CHRM5 PAM,CHRM4 agonist,M5 antag,M4 antag,CHRM4 PAM
Cc1ccc(S(=O)(=O)N(C)C)cc1NC(=O)CSc1ncc(C(F)(F)F)cc1Cl,-3,-12,3,7,-8,-4
CCSc1ccc2nnc(-c3cccc(F)c3)n2n1,-3,0,-3,0,8,-5
CC1CC(C)(C)NC(=S)N1CCCC(=O)NCc1ccccc1 (stereo unspecified),-1,1,1,6,-12,8

# Continuation.
SMILES,CHO-K1 Ca antag,M5 ag,CHO-K1 Ca PAM,CHRM5 PAM,CHRM4 agonist,M5 antag,M4 antag,CHRM4 PAM,CHO-K1 Ca ag
Cc1ccn2cc(-c3cccc(S(=O)(=O)N4CC(C)OC(C)C4)c3)nc2c1 (stereo unspecified),-10,-8,4,0,2,-2,-16,6,-0.3
O=C(CSc1nc2[nH]ncc2c(=O)n1-c1ccccc1)NCc1cccs1,-14,-3,18,-5,0,2,-4,7,0.4
COc1ccc(NC(=O)C2CCCO2)cc1Cl (stereo unspecified),18,1,-12,-6,0,-2,9,-1,0.0
CCOCCCN(C(=O)c1snc(C(N)=O)c1N)C(C(=O)NC1CCCC1)c1ccc(OC)cc1 (stereo unspecified),-12,-1,10,-1,3,3,-14,2,1.4
O=C(c1ccccc1)N1CCN(c2ncnc3sc4c(c23)CCC4)CC1,-2,-4,-8,-26,15,6,0,7,6.9
C=C[C@@H]1c2cc(C)ccc2N(S(=O)(=O)c2ccc(C)cc2)[C@H](c2ccccc2)C1(C#N)S(=O)(=O)c1ccccc1 (stereo partly specified),-5,-6,-5,3,0,3,-7,2,0.0
COc1ccc2oc(C(=O)OCC(=O)N3C(C)CCCC3C)c(C)c2c1 (stereo unspecified),-3,-5,-2,-2,3,18,5,-3,2.4
COc1ccccc1-c1cc(NC(C)=O)c2ncc(-c3ccc(F)cc3)n2c1,-5,-1,9,-7,1,15,-5,11,-0.1
NC(=O)CC(NC(=O)Cc1cccc2ccccc12)c1ccc(N2CCc3ccccc3C2)c([N+](=O)[O-])c1 (stereo unspecified),-1,-5,-4,3,0,13,-9,7,-0.4
CC(C)(C)OC(=O)NNC1CC(=O)N(c2ccccc2F)C1=O (stereo unspecified),-28,2,15,-2,1,-1,-9,7,0.0
CCCN(C(=O)COC(=O)CCC(=O)c1ccccc1)c1c(N)n(Cc2ccccc2)c(=O)[nH]c1=O,1,0,-5,-3,1,4,-9,6,-0.2
CC1CCN(c2nc3c(c(=O)[nH]c(=O)n3C)n2CCSc2ncccn2)CC1,8,0,21,-4,0,5,-6,2,0.5
CN(CC(=O)Nc1ccc(F)cc1)C(=O)CN1C(=O)c2ccccc2C1=O,-14,3,14,8,2,-3,-1,9,0.5
Fc1ccc(OCCCn2ccnc2)cc1,-13,-16,9,0,0,1,-3,3,0.2
O=C(CSc1nnc(CNC(=O)c2c(F)cccc2Cl)o1)NCCc1ccccc1,-10,-4,7,-2,1,9,-2,0,1.6
COCC(O)CNc1ccccc1 (stereo unspecified),5,0,11,0,1,-6,-1,0,0.4
COc1ccc(N2CC(C(=O)OCC(=O)Nc3ccccc3C)CC2=O)cc1 (stereo unspecified),-8,-2,-12,-1,0,13,11,-9,0.0
CCNC(=S)Nc1ccc(Cl)c([N+](=O)[O-])c1,19,8,-13,-18,17,10,0,-6,9.4
COc1ccccc1CC(=O)O/N=C(\N)c1ccccn1,-2,-4,3,0,4,10,-3,-10,1.7
CCn1cc(C(=O)NCC2CCCO2)c(=O)c2cc(S(=O)(=O)N3CCCCC3)ccc21 (stereo unspecified),-12,-4,-5,4,1,-7,-1,4,0.3
C=CCn1c(SCc2nc(N)nc(N3CCCCC3)n2)nnc1-c1ccco1,-15,1,8,3,2,-4,-9,0,0.4
O=C(NS(=O)(=O)c1ccc2c(c1)OCCO2)c1ccccc1,-12,1,6,-2,2,-9,-8,7,-0.3
CCCN1C(=O)/C(=C/c2nc3ccccc3c(=O)[nH]2)c2cc(C)ccc21,-23,-1,16,4,0,-1,2,7,1.1
COc1ccc(-n2c(SCC(=O)NCC3CCCO3)nc3ccccc3c2=O)cc1Cl (stereo unspecified),0,1,9,-5,5,7,6,-3,2.0
CC(C)c1ccc(NC(=O)C2CCCCC2C(=O)O)cc1 (stereo unspecified),9,1,-7,5,1,-7,7,11,-0.1
CCOc1ccc(CSC(CC(=O)O)C(=O)O)cc1 (stereo unspecified),7,3,-6,0,0,-1,0,-7,-0.5
O=C(Oc1cc(=O)oc2ccccc12)c1ccccc1,7,3,-1,-7,1,9,-1,0,0.2
CC(Oc1ccc(S(=O)(=O)N2CCCC2)cc1[N+](=O)[O-])C(=O)N(C)c1ccccc1 (stereo unspecified),-15,-3,9,-4,2,1,-7,-1,1.9
COCc1cc(C)nc(OCC(=O)N/N=C/c2cc(C)n(-c3c(C)cccc3C)c2C)c1C#N,14,-5,-5,-10,1,4,-5,7,0.2
CCCn1c(SCC(=O)Nc2ccccc2CC)nnc1C(C)C,-12,-8,20,-1,0,-2,-3,8,0.3
CCOc1ccc(NC(=O)CN2CCN(C3c4ccccc4-c4ccccc43)CC2)cc1,-4,-1,2,9,0,-9,7,2,0.4
CC(C)CN1CCNC(=O)C1CC(=O)NCc1cnn(-c2cccc(F)c2)c1 (stereo unspecified),-14,-2,22,1,3,7,4,2,1.0
Cc1oc(-c2cc(F)ccc2F)nc1CN1CCC(C(=O)N2CCOCC2)CC1,-7,-2,8,-5,1,9,-4,0,1.1
CC(C)(C)N1CC(c2nc3ccccc3n2CCOc2ccccc2)CC1=O (stereo unspecified),-11,-1,12,-1,3,-2,2,4,1.2
CCC1=C(C(=O)OC)C(c2cc(OC)ccc2OC)C(C#N)=C(N)O1 (stereo unspecified),-13,2,17,-4,1,6,-4,5,0.5
CCN(CC(=O)Nc1c(F)cccc1F)C(=O)c1ccc2c(c1)OCO2,-6,5,1,6,1,1,-9,6,0.3
O=C(Nc1ccc2ccccc2c1)c1ccccc1O,8,4,-9,-13,20,22,2,-8,8.3
C[C@H](NC(=O)C1CCN(S(=O)(=O)c2ccccc2)CC1)C(=O)NCc1cccc(C(F)(F)F)c1,-12,3,13,-3,6,10,2,-5,6.0
CCc1ccc(-c2nc(NC(=O)c3ccc(OCC(=O)Nc4ccc(F)cc4)c(OC)c3)sc2C)cc1,6,0,-1,-3,1,5,10,-4,0.4
O=C(Oc1ccccc1/C=C\C(=O)c1cc2ccccc2o1)c1cccc(F)c1,-10,0,28,1,1,2,9,1,0.6
